NLRP3 yeast inh: NALP3 inflammasome inhibitors in reconstituted yeast, primary screen, luminescence, uHTS | Yeast reconstituted NLRP3/ASC/caspase-1, beta-gal luminescence, 24 h | inhibition, % at 10 µM | hit rate 0.39% among 330,000 | AID 2825, 2010;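 active means inhibition of 50% or more; inactive means inhibition below 50%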;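 further: plate controls were induced DMSO wells for no effect and uninduced yeast grown without galactose for full effect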
mIAP activ: activators of mouse IAP, primary screen, biochemical, luminescence, uHTS; intestinal alkaline phosphatase [Mus musculus]; muIAP, CDP-Star luminescence, 30 min; active compounds read high; 1 = vehicle-only enzyme signal, 0 = enzyme-free wells; activation factor at 10 µM; hit rate 0.24% among 330,000;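 active means activation factor of at least 2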; further: the source names both 10 and 20 µM as test concentration; values of inactives mirror those of a sister screen read the other way
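Assay system: mouse IAP enzyme / Compound: DMSO-dissolved test compounds / Timing: 30 min, room temperature / Measured by: luminescence from enzymatic CDP-Star hydrolysis / Control set: DMSO-only wells, enzyme-free buffer wells as negative control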
tim10-1 inh: growth inhibitors of tim10-1 mutant yeast, primary screen, luminescence, uHTS. S. cerevisiae tim10-1 ts strain growth, BacTiter-Glo, 24 h. inhibition, % at 20 µM. hit rate 2.2% among 330,000. AID 463190, 2010;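 active means inhibition of at least 40%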;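 further: mutant grown at 25 °C; 0% = DMSO wells with yeast and 100% = wells holding no yeast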
hIAP act: human IAP activators, primary screen, biochemical, luminescence, uHTS; Intestinal-type alkaline phosphatase (Homo sapiens), P09923; activation factor at 10 µM; hit rate 0.16% among 330,000; purified human IAP, CDP-Star luminescence, 30 min; active compounds read high; 1 = vehicle-only enzyme, 0 = enzyme-free background; AID 2524, 2010;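 active means activation factor of the enzyme at least 2-fold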; further: the source names both 10 and 20 µM as test concentration; values of inactives mirror those of a sister screen read the other way
Target sequence (P09923 whole entry, looked up): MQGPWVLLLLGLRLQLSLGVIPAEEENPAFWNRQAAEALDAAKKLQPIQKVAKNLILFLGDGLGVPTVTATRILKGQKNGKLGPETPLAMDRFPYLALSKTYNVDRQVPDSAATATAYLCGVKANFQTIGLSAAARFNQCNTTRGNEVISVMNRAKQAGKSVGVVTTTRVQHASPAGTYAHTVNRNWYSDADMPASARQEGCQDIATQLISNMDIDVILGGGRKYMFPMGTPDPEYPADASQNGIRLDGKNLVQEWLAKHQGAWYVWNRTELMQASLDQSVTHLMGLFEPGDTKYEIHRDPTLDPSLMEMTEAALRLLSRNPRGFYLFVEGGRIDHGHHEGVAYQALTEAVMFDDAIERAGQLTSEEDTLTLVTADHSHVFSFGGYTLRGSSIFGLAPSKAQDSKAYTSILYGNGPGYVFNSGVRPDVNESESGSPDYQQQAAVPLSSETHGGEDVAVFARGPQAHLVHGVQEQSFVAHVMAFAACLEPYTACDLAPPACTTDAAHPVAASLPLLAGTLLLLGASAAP
ATG4B inh: ATG4B protease inhibitors, primary screen, biochemical, fluorescence, uHTS; hit rate 0.51% among 340,000; inhibition, % at 8.33 µM; ATG4B cleavage of LC3-PLA2, NBD-HPC fluorescence, 1 h; in the data active means inhibition above about 40%
Target sequence (Q9Y4P1 whole entry, looked up): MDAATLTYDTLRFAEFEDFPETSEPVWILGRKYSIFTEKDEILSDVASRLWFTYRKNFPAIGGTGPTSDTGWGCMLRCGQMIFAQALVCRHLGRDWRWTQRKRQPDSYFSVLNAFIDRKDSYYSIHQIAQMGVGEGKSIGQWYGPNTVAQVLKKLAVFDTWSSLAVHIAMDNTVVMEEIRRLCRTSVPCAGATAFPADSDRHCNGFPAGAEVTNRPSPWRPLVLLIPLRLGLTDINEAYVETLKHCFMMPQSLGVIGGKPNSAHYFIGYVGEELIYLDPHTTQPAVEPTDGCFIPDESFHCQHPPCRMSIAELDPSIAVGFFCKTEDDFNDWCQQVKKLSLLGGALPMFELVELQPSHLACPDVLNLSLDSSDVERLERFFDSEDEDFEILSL
mIAP inh: inhibitors of mouse IAP, primary screen, biochemical, luminescence, uHTS. inhibition, % at 10 µM. purified mouse IAP, CDP-Star luminescence, 30 min. intestinal alkaline phosphatase [Mus musculus]. AID 2806, 2010. hit rate 0.2% among 330,000;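 active means inhibition of at least 40% at 10 µM in the primary screen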;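 further: plate controls were DMSO with enzyme for no effect and no enzyme wells for full effect; values of inactives mirror those of a sister screen read the other way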
TIM10 inh: growth inhibitors of isogenic TIM10 control yeast, primary screen, counter-screen for tim10-1 yeast inhibitor project, luminescence, uHTS. S. cerevisiae TIM10 strain growth, BacTiter-Glo luminescence, 24 h. hit rate 1.4% among 330,000. inhibition, % at 10 µM;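 active means inhibition of 40% or more at the single tested concentration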;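 further: wild-type TIM10 isogenic control strain grown at permissive 25 °C; 0% = DMSO yeast wells and 100% = minimal medium wells without yeast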
hIAP inh: human IAP inhibitors, primary screen, biochemical, luminescence, uHTS. Intestinal-type alkaline phosphatase (Homo sapiens), P09923. purified IAP, CDP-Star luminescence, 30 min. inhibition, % at 10 µM. hit rate 0.12% among 330,000. AID 2544, 2010;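 active means inhibition reaching a set limit with compound at 10 µM in the primary screen, cut at about 35% in these data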;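 further: plate controls were DMSO wells with enzyme for no effect and no-enzyme buffer wells for full effect; values of inactives mirror those of a sister screen read the other way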
Apaf-1 inh: inhibitors of human Apaf-1 apoptosome, primary screen, biochemical, DEVD-Rh110 fluorescence, uHTS; inhibition, % at 20 µM; hit rate 0.71% among 330,000; AID 489030, 2010; Apoptotic protease-activating factor 1 (Homo sapiens), O14727; reconstituted apoptosome caspase-3 activity; active means inhibition of at least 40% at 20 µM;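 further: plate controls were DMSO wells for no effect and DEVD-CHO caspase inhibitor wells for full effect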
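System: reconstituted apoptosome with Apaf-1, cytochrome c, caspase-9, procaspase-3, dATP; Signal: Rh110 fluorescence intensity; Schedule: 30 min compound preincubation, 50 min activation, room temperature; Reagent: cytochrome c trigger plus (Z-DEVD)2-Rh110 caspase-3 substrate.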
An asterisk follows results filed as active. Outcome played no part in choosing rows; any-hit rate near 4.5%.

Molecule	NLRP3 yeast inh	mIAP activ	tim10-1 inh	hIAP act	ATG4B inh	mIAP inh	TIM10 inh	hIAP inh	Apaf-1 inh
Cc1sc2nc(SCC(=O)NCc3ccco3)n(-c3ccccc3)c(=O)c2c1C	12.2	0.984	-2.6	1.18	6.3	1.6	0.9	-18.4	-1.7
COC(=O)c1cc(NC(=O)c2c(Cl)cnn2C)cc(C(=O)OC)c1	10.5	0.978	-8.3	1.03	-1.9	2.2	-5.8	-2.6	-14.3
CC(=O)Nc1ccc(/C=N/NC(=O)c2cc(-c3ccco3)nc3ccccc23)cc1	-1.5	0.975	-5.6	1.01	-6.3	2.5	-2.6	-0.8	-9.3
COc1ccc(-c2cc(C)no2)cc1S(=O)(=O)N1CCN(c2ccccn2)CC1	15.4	0.976	36.7	1.14	1.6	2.4	8.2	-13.9	6.5
COc1cccc(-n2nnc3c(=O)n(CC(=O)OCc4ccccc4)cnc32)c1	8.2	0.963	6.3	0.954	-8.3	3.7	-4.6	4.6	-12.4
CC1(C)Cc2c(sc3c2c(=N)n(Cc2ccco2)c(=O)n3Cc2ccc(Cl)cc2)CO1	23.9	0.987	27.3	0.942	-1.5	1.3	13.0	5.8	17.7
FC(F)(F)c1nnc2n1N=C(c1ccccc1)CS2	3.5	0.933	12.0	0.967	-4.6	6.7	14.3	3.3	-0.2
CCCCNC(C(=O)Nc1ccc(Cl)c([N+](=O)[O-])c1)c1ccccc1 (centres undefined)	12.6	0.966	8.2	0.986	-7.4	3.4	-10.1	1.4	4.8
COc1cccc(CNC(=O)C2CCCN(S(C)(=O)=O)C2)c1 (centres undefined)	12.3	0.992	13.2	1.45	5.5	0.8	15.2	-45.2	-23.7
COC(=O)c1cccc(NC(=O)c2ccc(OC)c(Cl)c2)c1	25.8	1.04	10.6	0.882	-9.9	-4.1	15.4	11.8	2.6
CC(C)Cc1nnc(NC(=O)c2cccc(S(=O)(=O)N3CCN(C)CC3)c2)s1	10.7	0.903	6.8	1.01	4.6	9.7	1.5	-1.5	7.2
COc1ccc(Br)cc1/C=N/NC(=O)c1cc(OC)c(OC)c(OC)c1	8.0	0.948	6.7	0.968	-11.7	5.2	11.5	3.2	11.7
CCN(CC(=O)Nc1ccc2c(c1)OCO2)CC(=O)Nc1ccccc1C(F)(F)F	2.5	1.24	14.5	1.21	-7.8	-24.3	-10.0	-20.8	6.5
CC(C)(C)c1csc(CS(=O)(=O)c2ccccn2)n1	21.6	1.01	9.5	1.14	-2.2	-1.0	-1.8	-14.2	3.8
COc1ccc(S(=O)(=O)NCc2cccs2)cc1	8.2	1.06	33.3	1.05	-5.6	-5.9	-10.2	-5.2	-7.9
COc1ccccc1-c1nc2cc3ccccc3cc2nc1-c1ccccc1OC	-5.0	0.897	19.3	0.977	-11.2	10.3	27.8	2.3	0.1
O=C(NCCCNc1ccnc2cc(Cl)ccc12)c1ccccc1F	24.5	0.924	3.1	0.989	0.9	7.6	-7.4	1.0	1.9
Cc1noc(C)c1COc1ccccc1C(=O)N(C)CC(=O)Nc1ccc(F)cc1	11.4	1.03	-24.7	0.995	-0.7	-3.4	7.6	0.5	3.5
Oc1cccc(C(=S)N2CCCCC2)c1	-0.9	0.911	-3.1	0.889	-6.5	8.9	15.7	11.1	-4.7
CCOc1ccccc1NC(=O)C1CCCCN1S(=O)(=O)c1ccc(F)cc1 (centres undefined)	11.4	0.977	36.3	1.07	2.9	2.3	30.4	-6.6	-4.2
O=C(Nc1ccc2c(c1)OCO2)C1CC(=O)N(CCc2ccccc2)C1 (centres undefined)	13.3	0.917	17.7	1.02	-3.4	8.3	1.9	-2.1	1.3
COc1ccc(NC(=O)c2ccco2)cc1NC(=O)c1cc2ccccc2o1	24.1	1.02	-18.8	1	5.5	-2.4	33.8	-0.4	19.8
O=C1NCCN/C1=C\C(=O)c1ccc(Cl)cc1	16.3	0.941	-4.5	1.07	-10.7	5.9	0.4	-7.0	-4.3
OCC(CO)(CO)n1cnnn1	11.0	1.05	14.0	0.971	-6.6	-5.5	7.2	2.9	0.6
CCOc1ccc(C(=O)NCC(=O)NCC(c2ccco2)N2CCCCC2)cc1OCC (centres undefined)	4.4	0.948	-0.2	1	0.1	5.2	9.0	-0.3	20.9

Reformatted as labelled records: part of the list above.
OCC(CO)(CO)n1cnnn1
  NLRP3 yeast inh: 11.0; mIAP activ: 1.05; tim10-1 inh: 14.0; hIAP act: 0.971; ATG4B inh: -6.6; mIAP inh: -5.5; TIM10 inh: 7.2; hIAP inh: 2.9; Apaf-1 inh: 0.6

COc1ccc(Br)cc1/C=N/NC(=O)c1cc(OC)c(OC)c(OC)c1
  NLRP3 yeast inh: 8.0; mIAP activ: 0.948; tim10-1 inh: 6.7; hIAP act: 0.968; ATG4B inh: -11.7; mIAP inh: 5.2; TIM10 inh: 11.5; hIAP inh: 3.2; Apaf-1 inh: 11.7

COC(=O)c1cc(NC(=O)c2c(Cl)cnn2C)cc(C(=O)OC)c1
  NLRP3 yeast inh: 10.5; mIAP activ: 0.978; tim10-1 inh: -8.3; hIAP act: 1.03; ATG4B inh: -1.9; mIAP inh: 2.2; TIM10 inh: -5.8; hIAP inh: -2.6; Apaf-1 inh: -14.3

Other compounds
Molecule	NLRP3 yeast inh	mIAP activ	tim10-1 inh	hIAP act	ATG4B inh	mIAP inh	TIM10 inh	hIAP inh	Apaf-1 inh
CCN(CC)S(=O)(=O)c1ccc(N2CCCC2)c(NC(=O)c2nn(C)c(=O)c3ccccc23)c1	-5.5	0.951	8.5	1.04	0.4	4.9	4.4	-4.2	14.7
CCSc1nc(C(F)(F)F)cc(=O)n1-c1ccccc1	3.9	0.994	21.5	1.02	1.7	0.6	5.0	-1.8	4.5
COC(=O)CC(NC(=O)c1ccc(C)cc1)c1ccc2c(c1)OCO2 (centres undefined)	-4.6	1.09	22.7	0.997	1.5	-8.8	-0.6	0.3	14.1
O=C(NC1CCCCC1)c1ccc(CN2CCOCC2)cc1	19.8	1.05	-11.9	0.95	-2.4	-5.3	-21.3	5.0	-4.9
Cc1c(C(=O)Nc2nonc2-c2ccc(F)cc2)oc2ccc(F)cc12	-39.9	0.923	44.3*	0.971	14.8	7.7	1.8	2.9	21.8
CCCc1nc2c(c(=O)c3ccccc3n2C)c(=O)n1-c1ccc(F)cc1	26.1	0.976	-17.8	0.983	5.6	2.4	-38.8	1.7	8.2
N#C/C(=C\c1ccc([N+](=O)[O-])cc1)c1nc(C2CC2)cs1	5.8	0.81	38.3	0.969	9.1	19.0	21.6	3.1	-11.8
CN(CC(=O)Nc1ccccc1Cl)C(=O)COC(=O)c1ccc(Cl)cc1[N+](=O)[O-]	24.2	1.03	11.2	1.07	1.2	-3.3	5.5	-7.2	2.7
CC1(C)Cc2ccccc2C(=NCCCC(=O)O)N1	3.0	1.03	10.6	0.914	-2.8	-3.5	10.6	8.6	-15.6
Cc1ccc(-c2ccc(SCC(=O)Nc3nonc3C)nn2)cc1	19.4	1.09	-6.2	1.13	-7.9	-9.4	-18.1	-13.2	2.3
Cc1ccn2c(=O)nc(SCC(=O)NC3CCCCC3)nc2c1	11.1	0.984	3.0	0.962	1.5	1.6	-4.9	3.8	0.2
Cc1ccc2c(c1)NC(=O)CC(c1ccccc1)=N2	30.0	0.935	9.7	1.01	-1.6	6.5	4.5	-1.1	1.5
Cc1ccc(-c2noc(CCC(=O)Nc3ccc(C)cn3)n2)cc1	7.2	0.951	4.2	0.992	5.1	4.9	-0.3	0.8	-7.1
Cc1c(NC(=O)c2ccccc2NC(=O)COc2ccccc2)cccc1C(=O)O	5.1	1	-15.9	1.25	40.1*	0.0	4.3	-25.1	-1.0
CCCN(CCC)c1nc2ccccc2nc1C(C#N)C(=O)OC(C)COC (centres undefined)	13.9	0.965	26.6	1.15	-4.0	3.5	3.9	-14.8	35.4
CCN(C[C@H]1N[C@@](C)(C(=O)OC)[C@H]2C(=O)N(Cc3ccccc3)C(=O)[C@@H]12)C(=O)c1ccc(F)cc1	-3.0	0.988	3.7	1.01	-4.1	1.2	1.0	-1.3	-15.3
CCC(C)(C)n1nnnc1C(C(C)C)N1CCN(C(=O)c2ccco2)CC1 (centres undefined)	3.7	0.952	-6.2	0.923	-3.1	4.8	24.0	7.7	-0.1
COc1ccc(-n2cc(-c3ccc(OC)c(OC)c3)[nH]c2=S)cc1	1.5	0.974	11.4	0.888	-9.6	2.6	3.7	11.2	-14.5
CCOc1ccc(NC(=O)COc2ccc(C(=O)NCc3cccnc3)cc2OC)cc1	-0.1	0.968	-6.9	1.02	-3.1	3.2	-1.9	-2.3	-0.6
CC(=O)Oc1ccccc1/C=C/c1ccc2ccccc2[n+]1C	18.4	0.955	2.8	0.841	0.8	4.5	22.1	15.9	13.1
COC(=O)c1ccccc1NC(=O)C1CCN(S(=O)(=O)c2cc(C)ccc2OC)CC1	18.1	0.958	7.9	1.03	-2.6	4.2	1.6	-2.9	3.2
Cc1n[nH]c(C)c1S(=O)(=O)N1CCCC(C(=O)NC2CCCc3ccccc32)C1 (centres undefined)	-3.5	1	2.3	0.991	-6.8	-0.1	1.4	0.9	-7.3
CC(NC(=O)Cn1c(=O)[nH]c2ccsc2c1=O)C12CC3CC(CC(C3)C1)C2 (centres undefined)	14.9	1.04	15.3	1.01	-1.5	-3.6	-6.9	-0.8	14.8
Cc1c(Nc2ccc3nonc3c2[N+](=O)[O-])c(=O)n(-c2ccccc2)n1C	25.0	0.887	-11.7	1.02	-6.5	11.3	-5.8	-2.2	2.0
